Screening results deposited in PubChem by National Center for Advancing Translational Sciences (NCATS).
UDG counter: blocks uracil-DNA glycosylase in AID counter-screen | AID 1347430 | FRET deamination/UDG coupled assay, UDG read, 4 h | hit rate 0.14% among 91,000 | Potency, µM (series often up to 115 µM), inactives show top-dose activity change, negative = inhibition, most hits filed as inhibitors; further: nearly all actives have a fitted effect of over 65% in size
AID inh: activation induced cytidine deaminase inhibition; Q9GZX7; AID deamination FRET fluorescence, UDG-coupled, 4 h; Potency, µM (highest dose often 115 µM), for the others: at the highest dose activity change, negative = inhibition, hits mostly inhibitors; hit rate 0.32% among 91,000; further: nearly all actives have a fitted effect of over 25% in size
Target sequence (Q9GZX7 whole entry, looked up): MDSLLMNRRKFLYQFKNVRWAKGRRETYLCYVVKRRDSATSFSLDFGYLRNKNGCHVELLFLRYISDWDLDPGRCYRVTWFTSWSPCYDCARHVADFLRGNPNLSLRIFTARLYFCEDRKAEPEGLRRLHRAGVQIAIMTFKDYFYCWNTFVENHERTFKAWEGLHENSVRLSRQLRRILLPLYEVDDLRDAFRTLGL
Numbers without * were called inactive; ? = inconclusive; [ ] = another dose, or the depositor's remark. The call rests on the fitted dose curve; in most records, active means well fitted curve in the direction sought with a large enough effect; inconclusive means small, poorly fitted or top-dose-only effect, or another doubt; inactive means no such curve, though single readings can be large; an effect the other way counts as inactive or inconclusive. On the % scale 0 is the no-effect control and ±100 the full control effect; potency means the concentration at half of the fitted maximal effect. Only part of the results is shown, so the mix of outcomes need not match the whole.

molecule	UDG counter	AID inh
CC1CCCCC1NC(=O)C1(c2ccccc2)CCC1 (centres undefined)	1%	1%
Cc1ccc(-c2nn(-c3ccc(F)cc3)c3c2cnc2cc(F)c(F)cc23)cc1	-4%	-29%
O=C(O)CCCc1ccncc1	0%	5%
CC(C)c1cnc2c(c1SCc1cccc(C(F)(F)F)c1)c(=O)n(C)c(=O)n2C	-10%[57.5 µM]	4%
CNC(=O)c1ccc(C2Nc3cc(C(F)(F)F)ccc3S(=O)(=O)N2)cc1 (centres undefined)	1%	-7%
O=C(NCCN1CCOCC1)c1cc(-c2ccc(Cl)s2)nc2ccccc12	11%	3%
CC(C)c1ccc(OCC(=O)NCCS(=O)(=O)N2CCN(c3ccc(F)cc3)CC2)cc1	-1%	4%
CC(C)COC(=O)/C(C#N)=C\c1ccc(-c2ccccc2Cl)o1	-4%[57.5 µM]	-4%[57.5 µM]
CCN(CC)Cc1ccc(C(=O)NC)o1	-7%	2%
COc1ccc(NC(=O)Cn2c(=O)oc3ccccc32)cc1	0%[57.5 µM]	5%
Cc1ccc(Sc2c(C)nn(C(=O)COc3ccccc3)c2C)cc1	?	?
O=C(NCc1cccs1)C(c1ccccc1)c1ccccc1	6%	-7%
Cc1ccccc1OCCOC(=O)c1ccc2c(c1)NC(=O)CS2	4%	-1%
O=C(CSc1ncnc2ccccc12)NCc1ccccc1	-4%	-4%
COc1ccc(-c2nnc(C(C)OC(=O)c3[nH]c(C)c(C(C)=O)c3C)o2)cc1 (centres undefined)	7%	-8%

Remaining list, next part
molecule	UDG counter	AID inh
CCCCCc1ccc(-c2ccc(-c3ccc(C#N)cc3)nc2)cc1	-5%	-4%
Cc1cc2nc(CSc3ccc(NC(=O)C(C)C)cc3)c(=O)[nH]c2cc1C	6%	21%
Cc1ccc(NC(=O)CCS(=O)(=O)c2cc(Br)cc3c2N(C(=O)C2CC2)CC3)cc1	-4%	4%
CC(=O)NC(CC(C)C)c1ccccc1 (centres undefined)	-3%	-1%
CC(NC(=O)c1ccc(Cl)cc1)c1ccc(NC(N)=O)cc1 (centres undefined)	-6%	-1%
COc1ccccc1Nc1c2c(nc3ccc(NC(=O)c4ccc(N(C)C)cc4)cc13)CCCC2	-6%	-30%
Cc1ccc(C)c(S(=O)(=O)c2nnn3c2nc(NC(C)C)c2sccc23)c1	58%[activator]	2%
COc1ccccc1N1CCN(c2ncnc3c2cnn3-c2ccc(C)cc2)CC1	35%[activator]	5%
C#CCN1CCN(C(=O)c2cc(-c3ccccc3)nc3ccc(C)cc23)CC1	0%	-5%
CC1CCCC(NC(=O)c2ccccc2SCC#N)C1 (centres undefined)	6%	-1%
Cc1cc(C(F)F)nn1Cc1nc2c3c4c(sc3ncn2n1)CCCC4	-7%	-7%
COc1ccc(C(=O)NCc2ccc(C)cc2)cc1	-6%	-2%
Cn1c(-c2cccc(Br)c2)cnc1NCc1cccc(F)c1	-3%	-6%
CCC1CCCCN1S(=O)(=O)c1ccc(C(=O)Nc2sc3c(c2C(=O)NC)CCC3)cc1 (centres undefined)	-17%	19%
COC(=O)c1ccc(Nc2ncnc3c2nc2n3CCCC2)cc1	-5%	61%[activator]

Seven successive compounds from above, quoted:
molecule	UDG counter	AID inh
C#CCN1CCN(C(=O)c2cc(-c3ccccc3)nc3ccc(C)cc23)CC1	0%	-5%
CC1CCCC(NC(=O)c2ccccc2SCC#N)C1 (centres undefined)	6%	-1%
Cc1cc(C(F)F)nn1Cc1nc2c3c4c(sc3ncn2n1)CCCC4	-7%	-7%
COc1ccc(C(=O)NCc2ccc(C)cc2)cc1	-6%	-2%
Cn1c(-c2cccc(Br)c2)cnc1NCc1cccc(F)c1	-3%	-6%
CCC1CCCCN1S(=O)(=O)c1ccc(C(=O)Nc2sc3c(c2C(=O)NC)CCC3)cc1 (centres undefined)	-17%	19%
COC(=O)c1ccc(Nc2ncnc3c2nc2n3CCCC2)cc1	-5%	61%[activator]

Next section:
molecule	UDG counter	AID inh
Cc1ccc(CSC2=Nc3ccccc3C3=NC(CCC(=O)NC4CCCCC4)C(=O)N23)cc1 (centres undefined)	22%	?
COc1ccccc1NC(=O)Cn1c(=O)n(Cc2ccccc2)c(=O)c2c1c1cc(C)ccc1n2C	7%	-1%
OCC1CCCCC1CN1CCNCC1 (centres undefined)	-2%	6%
CCOC(=O)c1cc(-c2ccccc2)n(CCCC(=O)Nc2cc(C)ccc2OC)c1C	63%[activator]	?
CCOC(=O)N1CCc2c(sc3c2c(=O)n(-c2ccc(Cl)cc2)c(=O)n3CC(=O)c2ccc(F)cc2)C1	4%[57.5 µM]	33%[activator]
Cc1cccc(Cn2c(=O)n(CCC(=O)NCc3ccc4c(c3)OCO4)c(=O)c3sccc32)c1	-7%	-11%
COc1ccc(S(=O)(=O)N2CCN(CC(=O)NC(C)c3cccs3)CC2)cc1 (centres undefined)	4%	-2%
CCOc1ccccc1NC(=O)CN1C(=O)COc2ccc(S(=O)(=O)NC3CCCC3)cc21	-4%[57.5 µM]	-17%
CCOC(=O)c1[nH]c2ccc(C)cc2c1NC(C)=O	7%	22%
CCOC(=O)c1cccc(NC(=O)c2cc3ccccn3n2)c1	-8%	-1%
CC(=O)c1ccc2[nH]c(C(=O)O)cc2c1	-1%	3%
CCCCOc1ccc(C(=O)N(Cc2ccc(N(C)C)cc2)Cc2ccco2)cc1	-14%	?
Cc1nc(NC2CC2)sc1C(=O)N1CCC(C(N)=O)CC1	8%	-3%
Cc1cc(NC(=O)c2cccc(F)c2)cc(-c2nc3ccccc3o2)c1O	38%[activator]	-4%
CC(Nc1nc2c(c(=O)[nH]c(=O)n2C)n1Cc1ccccc1Cl)c1ccccc1 (centres undefined)	6%	-6%

More structures
molecule	UDG counter	AID inh
O=C(CSc1nc(Nc2ccc(F)c(F)c2)c2ccccc2n1)c1ccc(Cl)cc1	0%[57.5 µM]	-3%
CCCCCCc1ccc(C(=O)Oc2ccc(C#N)cc2)cc1	0%	-4%
CCN(CC)S(=O)(=O)c1ccc2c(c1)c(=O)c(C(=O)N1CCN(c3cccc(Cl)c3)CC1)cn2C	-10%	-7%
Cc1cccc2nc(CSc3nnc(N4CCCC4)n3-c3cccc(Cl)c3)cn12	1%	1%
CCOc1ccc(-c2cc(C(=O)N3CCN(c4cccc(C(F)(F)F)c4)CC3)c3ccccc3n2)cc1	-28%	?
Cc1ccc(/C=C/C(=O)O)c(C)c1	7%	8%
NC(=S)N/N=C/c1ccc(Cl)cc1Cl	3%	-6%
COCCCn1c(SCC(=O)NCc2ccccc2)nc2c(sc3ccccc32)c1=O	-6%	21%
O=c1cc(CN2CCCN(c3ccc(C(F)(F)F)cn3)CC2)nc2ccccn12	4%	-7%
Cc1ccc(NC(=O)c2cc(=O)c3cc(C)cc(C)c3o2)cc1	0%	4%
Cn1c(=O)c2c(ncn2CC(=O)N2CC(C(N)=O)Oc3ccccc32)n(C)c1=O (centres undefined)	2%	1%
c1ccc2cc3n[nH]nc3cc2c1	0%	11%
COC(=O)CCC(=O)NCc1ccccc1	-1%	-3%
O=C(CCSc1ccccc1)NCCc1ccc(F)cc1	14%	2%
O=C(OCc1ccc(COC(=O)c2ccccc2C(=O)c2ccccc2)cc1)c1ccccc1C(=O)c1ccccc1	5%	-2%

Continued:
molecule	UDG counter	AID inh
Cc1ccc(C(=O)CC2(O)C(=O)N(Cc3ccccc3)c3ccccc32)c(C)c1 (centres undefined)	-3%	4%
CCc1ccc(NC(=O)Cc2csc(COc3cccc(C)c3)n2)cc1	5%	7%
COc1ccc(NC(=O)Cc2ccccc2F)cc1S(=O)(=O)Nc1ccc(Cl)cc1	-7%	5%
Cc1noc2ncnc(N3CCCC(C(=O)NC(C)C)C3)c12 (centres undefined)	-2%	1%
COc1ccc(CC(=O)NCC(c2cccs2)S(=O)(=O)c2ccc(F)c(C)c2)cc1 (centres undefined)	-6%	4%
CCCC(C(=O)NCc1ccccn1)c1ccccc1 (centres undefined)	3%	1%
CNC(=O)NC(=O)CN(C)Cc1ccc(C(=O)NC2CC2)cc1	7%	6%
CC(C)(C)C(=O)NC(C(=O)O)C12CC3CC(CC(C3)C1)C2 (centres undefined)	-5%	-7%
CC(C)(C)C(=O)Oc1ccc2c(c1)O/C(=C\c1ccncc1)C2=O	-12%	-4%
Cc1nn(C(C)C)c(C)c1NC(=O)c1cc2occc2n1Cc1ccc(Cl)cc1	0%	-3%
NC(=O)C1CCN(C(=O)/C=C/c2ccc(C(F)(F)F)cc2)CC1	-12%	-4%
Cc1ccc(CNC(C)C23CC4CC(CC(C4)C2)C3)o1 (centres undefined)	-8%	-3%
CCN(CC)S(=O)(=O)c1ccc2nc(NC(=O)c3cccnc3)sc2c1	0%	17%
COc1ccccc1C(=O)NC1=C(C)Nc2ncnn2C1c1c[nH]c2ccccc12 (centres undefined)	-3%	-6%
COc1ccc(C(=O)Oc2ccc(C(C)(C)C)cc2Br)cc1	5%	7%

4 of the compounds above, as labelled records.
COc1ccc(C(=O)Oc2ccc(C(C)(C)C)cc2Br)cc1
  UDG counter = 5%; AID inh = 7%
COc1ccccc1C(=O)NC1=C(C)Nc2ncnn2C1c1c[nH]c2ccccc12 (centres undefined)
  UDG counter = -3%; AID inh = -6%
COc1ccc(NC(=O)Cc2ccccc2F)cc1S(=O)(=O)Nc1ccc(Cl)cc1
  UDG counter = -7%; AID inh = 5%
CCc1ccc(NC(=O)Cc2csc(COc3cccc(C)c3)n2)cc1
  UDG counter = 5%; AID inh = 7%

(continued)
molecule	UDG counter	AID inh
CCOc1ccc2c(c1)cc(C(=O)Nc1cc(OC)ccc1OC)n2C	-9%	3%
Cc1ccccc1C(=O)N(Cc1ccc(N(C)C)cc1)Cc1ccco1	-16%	-24%
Cc1ccc(C)c(NC(=O)c2cnc3sc(N4CCOCC4)nn3c2=O)c1	-1%	-2%
COc1cccc2sc(N(Cc3cccnc3)C(=O)c3ccco3)nc12	-9%	-16%
CC1=C(c2ccc(Cl)cc2)S(=O)(=O)NC1=NCCCN1CCN(c2cc(C)ccc2C)CC1	-4%	3%
O=S(Cc1ccccc1)Cc1c(F)cccc1Cl (centres undefined)	-5%	2%
O=C1Cc2cc(S(=O)(=O)N3CCN(C(=O)Nc4ccc(F)cc4)CC3)ccc2N1	-2%	13%
CC(=O)Nc1cccc(NC(=O)C(=O)NCCc2sc(-c3ccccc3)nc2C)c1	1%	-6%
COc1ccc(C(=O)Nc2nc3c(s2)Cc2c(Br)ccc(OC)c2-3)cc1OC	?	146%[activator]
Cn1c(=O)cc(SCC(=O)N2CCN(c3ccccc3F)CC2)c2ccccc21	24%	-11%
CCOc1cccc(C(c2c(C)n(C)n(-c3ccccc3)c2=O)c2c(C)n(C)n(-c3ccccc3)c2=O)c1OC	-7%	-19%
O=C(OCc1ccc(Br)cc1)c1cnccn1	4%	5%
CCN(CCCNC(=O)c1cc2ccccc2c(OC)n1)C(C)=O	6%	-10%
